From PubChem
HADH2 inh: blocks human hydroxyacyl-CoA dehydrogenase type II. Q99714. recombinant HADH2, NADH fluorescence, beta-hydroxybutyryl-CoA. Potency, µM (titrated, usually from 57.1 µM), without a hit: top-dose activity change, negative = inhibition, usual class: inhibitors. hit rate 3.4% among 73,000; further: potency means the concentration at half of the fitted maximal effect; on the % scale 0 is the no-effect control and ±100 the full control effect; nearly all actives have a fitted effect of over 60% in size; many of its hits are not listed in these tables
Target sequence (Q99714 whole entry, looked up, one chain of several): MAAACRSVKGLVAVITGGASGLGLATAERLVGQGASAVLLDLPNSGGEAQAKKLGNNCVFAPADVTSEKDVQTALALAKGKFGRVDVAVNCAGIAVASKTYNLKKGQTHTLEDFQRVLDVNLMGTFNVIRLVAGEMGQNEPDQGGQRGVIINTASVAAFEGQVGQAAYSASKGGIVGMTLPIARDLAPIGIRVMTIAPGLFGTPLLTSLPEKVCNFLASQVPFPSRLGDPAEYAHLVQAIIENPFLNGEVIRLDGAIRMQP
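His-tagged recombinant enzyme from E. coli, 20 nM, preincubated 15 min RT with compound; reaction started with 1 mM NAD+ and 90 uM beta-hydroxybutyryl-CoA in 100 mM Tris-HCl pH 9.0. NADH fluorescence (ex 360/em 450) read over 4 min; last-minus-first difference.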
Fluorescein autfl: fluorescein region autofluorescence; Compound autofluorescence, 480/540 nm, fluorescein-equivalent; hits give high values; max fluorescein-equivalent concentration, M; hit rate 0.91% among 59,000; in the data active means max fluorescein-equivalent concentration above about 10 nM; inconclusive means between about 1.1 nM and that limit
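Each compound is tested across a concentration series in 100 mM Tris buffer at pH 8.0. After 15 min at room temperature, plates are imaged with 480 nm excitation and 540 nm emission filters, and intensities are converted to fluorescein-equivalent values.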
UbGFP stabilizer: proteasome inhibitors stabilizing ubiquitin-GFP reporter; AID 526; 67,000 tested, under 10 active; Potency, µM (top dose mostly 45.9 µM), for the others: at the top dose activation (GFP accumulation), usual class: activators; Ubiquitin-GFP reporter cells, proteasome inhibition, GFP fluorescence; response scale: untreated = 0%, 10 µM MG-132 = 100%; active means well fitted activation curve with a large enough effect, not every such curve was filed as active; inconclusive means small, poorly fitted or top-dose-only effect, or another doubt; inactive means no such curve, though single readings can be large or run the other way; further: potency means the concentration at half of the fitted maximal effect
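U2OS cells stably expressing ubiquitin(G76V)-GFP, seeded overnight in 0.5% FBS medium, were exposed to compounds (qHTS, 46 uM to 2.9 nM) for 4 hr at 37 °C. GFP-positive cells were counted by laser cytometry (488 ex/515 em), normalized between basal and 10 uM MG-132.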
TexasRed autofl: Texas Red region autofluorescence; Compound fluorescence, Texas Red channel, 547/618 nm; hits give high values; max dye-equivalent concentration, M; hit rate 0.06% among 59,000; AID 587; in the data active means max dye-equivalent concentration above about 10 nM; inconclusive means between about 1.1 nM and that limit
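Compound fluorescence was read after 15 min at room temperature in 100 mM Tris, pH 8.0, using 547 nm excitation and 618 nm emission across a concentration series. It was expressed as Texas Red dye-equivalent concentration from an on-plate standard curve.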
Pol III holo inh: inhibitors of bacterial DNA polymerase III holoenzyme | AID 603 | reconstituted DNA polymerase III holoenzyme replication, biochemical | Potency, µM (doses to about 57.1 µM), for the others: at the highest dose activity change, negative = inhibition | hit rate 0.25% among 71,000; further: potency means the concentration at half of the fitted maximal effect; on the % scale 0 is the no-effect control and ±100 the full control effect
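Reconstituted *E. coli* holoenzyme (0.35 nM Pol III, 1 nM beta, 154 nM SSB, 2 nM primase) was preincubated with compound for 15 min at RT. Synthesis on 1.4 nM ssM13Gori ran 35 min, then was stopped with PicoGreen/EDTA and read as dsDNA fluorescence.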
Hsp90 Hop PPI: changes Hsp90-Hop TPR2A binding signal, up or down; AlphaScreen TPR2A-His6 binding biotin-Hsp90 C-terminal peptide; Potency, µM (highest dose often 57 µM), for inactives: top-dose activity change, negative = inhibition; hit rate 0.44% among 71,000; active means well fitted curve in either direction with a large enough effect; inconclusive means small, poorly fitted or top-dose-only effect, or another doubt; further: potency means the concentration at half of the fitted maximal effect; on the % scale 0 is the no-effect control and ±100 the full control effect; many of its hits are not listed in these tables
GFP derepression: epigenetic GFP locus derepression in mouse cells; Potency, µM (highest dose often 46.1 µM), for the others: at the highest dose GFP derepression (activation); mouse C127i GFP locus derepression, cytometry, 30 h; hit rate 0.09% among 68,000; further: % of control where 0% means no effect
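Read-out is the number of GFP-positive cells, scored as fluorescent objects 20 to 120 um wide, reflecting derepression of a silenced CMV-GFP reporter in murine C127i cells after 30 h compound exposure at 37 C.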
ALOX15 inhib: 15-hLO (ALOX15) enzyme inhibition | Potency, µM (series often up to 57.1 µM), for inactives: top-dose activity change, negative = inhibition, usual class: inhibitors | AID 887 | purified 15hLO-1, xylenol orange hydroperoxide absorbance | hit rate 1.4% among 74,000 | P16050; further: potency means the concentration at half of the fitted maximal effect; on the % scale 0 is the no-effect control and ±100 the full control effect; nearly all actives have a fitted effect of over 55% in size
Target sequence (P16050 whole entry, looked up): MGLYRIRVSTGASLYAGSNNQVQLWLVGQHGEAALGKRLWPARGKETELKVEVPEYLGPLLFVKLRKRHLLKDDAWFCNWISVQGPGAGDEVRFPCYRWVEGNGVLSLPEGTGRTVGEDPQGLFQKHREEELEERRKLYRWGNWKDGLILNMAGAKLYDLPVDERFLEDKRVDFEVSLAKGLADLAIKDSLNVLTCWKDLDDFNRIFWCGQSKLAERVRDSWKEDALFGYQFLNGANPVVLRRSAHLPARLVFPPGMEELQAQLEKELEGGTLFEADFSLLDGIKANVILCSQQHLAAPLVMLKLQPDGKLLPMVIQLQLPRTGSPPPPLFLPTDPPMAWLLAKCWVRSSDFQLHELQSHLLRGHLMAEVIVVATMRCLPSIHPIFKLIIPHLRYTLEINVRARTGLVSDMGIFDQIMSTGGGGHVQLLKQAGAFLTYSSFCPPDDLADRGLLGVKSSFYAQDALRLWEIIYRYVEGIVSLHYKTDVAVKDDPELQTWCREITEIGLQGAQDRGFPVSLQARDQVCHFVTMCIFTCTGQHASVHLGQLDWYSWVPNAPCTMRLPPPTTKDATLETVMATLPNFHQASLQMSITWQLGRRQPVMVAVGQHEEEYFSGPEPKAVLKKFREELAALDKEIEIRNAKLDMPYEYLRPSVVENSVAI
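Compounds were preincubated 15 min at room temperature with 40 nM purified human enzyme (25 mM Hepes pH 7.5, 0.01% Triton X-100); 50 uM arachidonic acid reacted 6 min. Fe-xylenol orange detection, 30 min, absorbance ratio 573/405 nm.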
HBB splice mod: alters splicing of the hemoglobin beta chain; HBB splicing reporter cell assay, activation; EGFP reporter with mutant IVS2-654 intron; response scale: normalised to 500 nM splice-correcting PNA; Potency, µM (doses to about 46.1 µM), inactives show top-dose activation, usual class: activators; hit rate 0.06% among 65,000; AID 925; further: potency means the concentration at half of the fitted maximal effect; 0% is about no effect
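Compounds were applied for 2 days to HeLa EGFP-654 cells, 500/well in Optimem with 2% FCS. The reporter's EGFP is disrupted by mis-splicing of beta-globin intron IVS2-654. Readout: summed well GFP fluorescence from 488 nm laser scanning; reference was 500 nM antisense […] 654 PNA.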
Rhodamine autofl: compound fluoresces in the rhodamine spectral region; max dye-equivalent concentration, M; Rhodamine-region fluorescence, 547/598 nm, Tris buffer; hits give high values; AID 594; hit rate 0.05% among 59,000; in the data active means max dye-equivalent concentration above about 11 nM; inconclusive means between about 1.1 nM and that limit
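A six-point rhodamine series on each plate calibrates the signal. Compounds sit in 100 mM Tris (pH 8.0) for 15 min at ambient temperature before imaging through 547 nm/598 nm filters.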
4MU fluor: compound fluoresces in the 4-MU spectral region; max dye-equivalent concentration, M; hit rate 11% among 59,000; AID 589; compound autofluorescence, 340/450 nm, 4-MU equivalents; hits give high values; in the data active means max dye-equivalent concentration above about 10 nM; inconclusive means mostly about 1.1 nM to 9.6 nM
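Compounds in 100 mM Tris, pH 8.0, incubated 15 min at room temperature, then fluorescence read at 340 nm excitation/450 nm emission. Signal converted to 4-MU dye-equivalent concentration using an on-plate six-point 4-MU standard curve.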
Starred values were filed as active, the others as inactive; i = inactive; ? = inconclusive; / = not tested or not shown; [ ] = another dose, or the depositor's remark. Unless noted, the call rests on the fitted dose curve; in most records, active means well fitted curve in the direction sought with a large enough effect; inconclusive means small, poorly fitted or top-dose-only effect, or another doubt; inactive means no such curve, though single readings can be large; an effect the other way counts as inactive or inconclusive.

| structure | HADH2 inh | Fluorescein autfl | UbGFP stabilizer | TexasRed autofl | Pol III holo inh | Hsp90 Hop PPI | GFP derepression | ALOX15 inhib | HBB splice mod | Rhodamine autofl | 4MU fluor |
| --- | --- | --- | --- | --- | --- | --- | --- | --- | --- | --- | --- |
| CCC1Oc2ccccc2N(CC(=O)Nc2ccc3c(c2)OCCO3)C1=O (stereo unspecified) | 13% | i | 8% | i | -7% | -12% | 1% | -13% | -0.3% | i | i |
| Cc1ccccc1-c1nc(NCc2cccnc2)c2ccccc2n1 | ? | ? | -2% | i | -4% | -4% | 3%[9.22 µM] | ? | -1.6% | i | i |
| COc1ccccc1NC(=O)C(C)NS(=O)(=O)c1ccc(Cl)cc1 (stereo unspecified) | 11% | i | 1% | i | 1% | ? | -1% | 6% | -0.9% | i | i |
| O=c1cc(N2CCOCC2)[nH]c(=O)n1-c1ccc(Cl)cc1 | -42% | / | -7% | / | -10% | -1% | / | 8% | 0.9% | / | / |
| Cc1ccc(CN2CCN(Cc3ccc(C)o3)[C@@H](C)C2)o1 | 4%[11.4 µM] | i | -2%[9.17 µM] | ? | -5%[11.4 µM] | -3%[11 µM] | 7%[9.22 µM] | 5%[11.4 µM] | 5.3%[9.22 µM] | i | i |
| O=C(CCN1C(=O)c2ccccc2C1=O)Nc1ccc(-c2cn3ccsc3n2)cc1 | 14% | ? | 0% | i | 1% | -4% | 4% | -9% | -0.1%[57.5 µM] | i | i |
| O=C(CSc1nc2ccccc2c(=O)[nH]1)N1CCOCC1 | -4% | i | 5% | i | 0% | -2% | 0% | 3% | -0.9% | i | i |
| O=C(O)C1CC=CCC1C(=O)NCCc1ccccc1 (stereo unspecified) | -2% | / | -4% | / | -11% | -1% | 0% | 0% | -2.3% | / | / |
| C=CCN(Cc1cc(OC)ccc1OC)S(=O)(=O)N(C)C | 2% | i | 5% | i | -3% | 3% | -2% | -1% | -1.5%[57.5 µM] | i | i |
| Cc1cc(NC(=O)Cn2nc(C(F)(F)F)c3c2CCCC3)no1 | 1% | i | -7% | i | -2% | -2% | 0% | 4% | -0.3% | i | i |
| O/N=C(\c1ccc2c(c1)OCCO2)C1CCCCC1 | / | i | / | i | / | / | -12%[20.6 µM] | / | / | i | i |
| Clc1ccc2[nH]c3c(NCCN4CCOCC4)ncnc3c2c1 | / | ? | / | i | / | / | 18%[20.6 µM] | / | / | i | i |
| COc1ccccc1N1CCN(C[C@@H]2CN3C(=O)N(C)c4ccccc4C3=N2)CC1 | 10% | / | 1% | / | -2% | -3% | 0% | 3%[25.6 µM] | / | / | / |
| COc1ccc(CCNS(=O)(=O)c2ccc(C3CNC(=O)C3)cc2)cc1OC (stereo unspecified) | 16% | i | 4% | i | -6% | -2% | 2% | 6% | 0.4% | i | i |
| Cc1cccc(N2CCN(S(=O)(=O)c3cnc[nH]3)CC2)c1C | 6% | / | -9% | / | -4% | -1% | 5% | -3% | 0.0% | / | / |
| Cc1noc2nc(-c3cccs3)cc(-c3nnc4n3CCCCC4)c12 | i | ? | 2% | ? | -3% | 2% | 1% | 7% | -4.8% | i | 6.5e-06M* |
| Cc1cc(C)n(S(=O)(=O)c2cc(C(=O)O)c(Cl)cc2Cl)n1 | 4% | i | 5% | ? | -5% | -1% | -3% | -1% | 0.0% | i | i |
| Cc1nn(Cc2ccccc2)c(C)c1NC(=O)c1cc2nc(-c3ccco3)cc(C(F)(F)F)n2n1 | -8% | i | -4% | i | -6% | -1% | 0% | -12% | 0.6%[57.5 µM] | i | 3.6e-08M* |
| COc1cc(OC)cc(C(=O)Nc2ccc(S(=O)(=O)N(C)C)cc2)c1 | -2% | i | -2% | ? | 2% | -4% | -2% | -9% | 3.7% | i | i |
| COc1ccc(Oc2ncnc3c2oc2ccc(Br)cc23)cc1 | -4% | i | -4% | i | -8% | -4% | 4% | -2% | -0.8% | i | i |
| CN(C)c1nc(OCC(=O)NC(C)(C)C)nc(N(C)C)n1 | 0% | i | -2% | i | -2% | -1% | 2% | 3% | -0.5% | i | i |
| CCCCN(C)CCCNC(=O)CCn1nc(-c2ccccc2)ccc1=O | 10% | i | 2% | i | 0% | -4% | 0% | -2% | 0.9%[0.369 µM] | i | i |
| Cn1nccc1C(=O)OCC(=O)Nc1nc(-c2ccccc2)cs1 | -12% | ? | 1% | ? | 6% | -6% | -1% | -12% | -3.5% | i | i |
| Cc1ccc(-n2nc(-c3cccs3)cc2C(=O)NCC2CCCO2)c(C)c1 (stereo unspecified) | -4% | ? | -3% | i | -1% | -6% | -1% | -1% | -4.6% | i | i |
| CN(CCc1ccccn1)C(=O)c1nn2c(C(F)(F)F)cc(-c3ccco3)nc2c1Cl | -12%[11.4 µM] | / | -3%[9.17 µM] | / | -6%[11.4 µM] | -4%[11 µM] | -2% | -4%[11.4 µM] | -0.8%[0.0738 µM] | / | / |
| CC(OCC(O)CN(C)CCOc1ccccc1)c1ccc(Cl)cc1 (stereo unspecified) | 26% | ? | -1% | i | -5% | ? | -1% | -19% | 0.1% | i | i |
| CN(C)c1nc(NCc2ccccc2)nc(Oc2ccc(=O)[nH]n2)n1 | -6% | i | 5% | i | -4% | -3% | -1% | 6% | / | i | i |
| N#C/C(=C/N1CCOCC1)c1ccccc1 | -4% | ? | -1% | i | 13% | 0% | -2% | 0% | 0.1% | i | i |
| CC(C)(C)c1ccc(NS(=O)(=O)c2ccc(N)cc2)cc1 | 19%[11.4 µM] | ? | 2%[9.17 µM] | i | -7%[11.4 µM] | -4%[11 µM] | 2%[9.22 µM] | 6%[11.4 µM] | 3.1%[9.22 µM] | i | i |
| N#Cc1nc(-c2ccc(OCc3ccccc3)cc2)oc1NCCCN1CCOCC1 | i | i | 2% | i | 11% | -22% | 7% | 5% | 2.3%[0.369 µM] | i | i |
| Nc1nc(N)c(CCCCc2ccccc2)c(N)n1 | -1%[11.4 µM] | ? | 7%[9.17 µM] | i | -8%[11.4 µM] | -2%[11 µM] | 19%[9.22 µM] | 0%[11.4 µM] | 1.3%[9.22 µM] | i | i |
| COc1ccc(-c2ccc(SCC(=O)Nc3cc(C)on3)nn2)cc1OC | 9% | i | 0% | i | -9% | -6% | 0% | -7% | -0.5%[57.5 µM] | i | i |
| CC(CNS(=O)(=O)c1cc(Cl)ccc1Cl)CN(C)C (stereo unspecified) | 4% | i | 3% | i | 7% | -2% | 3% | 7% | -0.9% | i | i |
| CCC(CC)c1nc(NCCC(=O)O)c2ccccc2n1 | 3% | i | 4% | i | -7% | 2% | 0% | 10% | -0.3% | i | ? |
| CC(=O)N1CCc2cc(S(=O)(=O)NCCC(=O)N3CCN(Cc4ccccc4)CC3)ccc21 | -6% | ? | 2% | i | -3% | 1% | 4% | 2% | -3.2% | i | 3.8e-08M* |
| Cc1ccc(Cn2c(=N)c(C(=O)NCc3ccco3)cc3c(=O)n4ccccc4nc32)cc1 | 24% | ? | -7% | i | 0% | -2% | 16% | -27% | / | i | 9.1e-08M* |
| Cc1ccc2c(c1)C1C=CCC1C(C(=O)O)N2 (stereo unspecified) | 13µM* | ? | -2% | ? | ? | ? | 4% | ? | 0.6%[57.5 µM] | i | i |
| CCC(=O)Nc1nc2ccccc2n1Cc1ccccc1 | 3% | i | -1% | ? | -7% | -9% | -2% | 0% | 1.1% | i | i |
| CC(C)CC(=O)CN1C(=O)C2(OCCO2)c2ccccc21 | 1% | i | -3% | i | -6% | 2% | 0% | 3% | -0.6% | i | i |
| COC(=O)CNC(=O)C1CCCN1C(=O)CNC(=O)OC(C)(C)C (stereo unspecified) | 3% | i | 5% | i | -5% | -2% | -2% | 2% | 0.5% | i | i |
| O=C(CN1C(=O)CSc2ncccc21)N1CCOCC1 | -3% | / | 13% | / | -1% | -1% | -5% | 4% | 0.4% | / | / |
| O=C(CSc1nc2ccccc2[nH]1)Nc1ccc2c(c1)OCCO2 | 0% | i | -5% | i | -11% | 1% | 0% | 0% | 0.0%[57.5 µM] | i | i |
| COc1ccc(N2CSC3=C(C#N)C(c4cccs4)CC(=O)N3C2)cc1 (stereo unspecified) | ? | i | 2% | i | -3% | -9% | 2% | ? | -1.6%[0.369 µM] | i | i |
| Cc1nnc(NC2(C(F)(F)F)C(=O)Nc3c2c(=O)n(C)c(=O)n3C)s1 (stereo unspecified) | 4% | i | 1% | ? | 1% | -11% | -3% | 9% | -0.6% | i | i |

Some of the compounds tested. The share of hits here may be higher or lower than overall.
